NTR1 ag: NTR1-driven beta-arrestin-GFP spot formation – imaging, U2OS cells, high content, primary screen (AID 493036); 330,000 compounds, 0.17% hits; P30989; agonist mode; activation, % at 20 µM;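 active means activation at or above 40% of the spot to cytoplasm intensity ratio, with at least 20 cells analyzed; inconclusive means wells under 20 cells, flagged as cytotoxic or low count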;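 further: 0% = DMSO without peptide and 100% = 100 nM NTR1 peptide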
Target sequence (P30989 whole entry, looked up): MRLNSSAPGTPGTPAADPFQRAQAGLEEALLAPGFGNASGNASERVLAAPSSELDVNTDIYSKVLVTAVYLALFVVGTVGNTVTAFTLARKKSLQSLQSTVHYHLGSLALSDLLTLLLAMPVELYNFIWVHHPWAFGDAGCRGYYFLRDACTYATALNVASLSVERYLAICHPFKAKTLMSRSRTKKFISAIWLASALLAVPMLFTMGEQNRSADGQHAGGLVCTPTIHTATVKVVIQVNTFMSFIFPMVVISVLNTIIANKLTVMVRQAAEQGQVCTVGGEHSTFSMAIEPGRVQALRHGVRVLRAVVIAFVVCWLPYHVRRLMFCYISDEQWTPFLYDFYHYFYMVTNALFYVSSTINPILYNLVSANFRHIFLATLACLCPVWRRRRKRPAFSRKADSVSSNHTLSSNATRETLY
Myeloid diff MLP: myeloid differentiation induction | ER-HoxA9 myeloid progenitors, lysozyme-GFP differentiation, flow cytometry | calls only at 10 µM | 360,000 compounds, 1% hits | AID 624256;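 active means normalized GFP-positive differentiation at or above the plate's own cutoff, the solvent-only control mean plus 3 SD; inconclusive means no clear call, values can overlap the other calls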;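 further: cells exposed to compound for four days before flow analysis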
T cell modulator: T cell immune modulation candidate; 2C CD8+ T cell-vesicle binding, flow cytometry; hits give low values; calls only at 7 µM; 330,000 compounds, 0.068% hits;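 active means response, share of CD8 T cells binding vesicles, and their 90th percentile fluorescence all below set limits, cut at about 80% in these data, passing the limit was not always enough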
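Benchmarks: naked versus QL9-loaded vesicles / Assay system: purified 2C TCR transgenic mouse naive CD8+ T cells / Technique: high-throughput flow cytometry with anti-B7-1 and anti-CD8 staining / Timing: Cell–vesicle co-incubation 1.5 h at 37 °C, staining 20 min on ice / Read-out: percent CD8+ FL2 mean versus row control / Probe or stimulus: QL9-loaded Drosophila micro-vesicles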
NOD1 inhibition: inhibition of NOD1-driven NF-kB reporter – cell-based, luminescence, uHTS, primary screen (AID 1578). inhibition, % at 4 µM; hits with a dose series show EC50 in µM. NOD1-driven NF-kB luciferase reporter cells, luminescence; higher % means a stronger effect. 290,000 compounds, 1% hits; in the data active means inhibition mostly above about 36%, no sharp cut-off; inactive means mostly below about 34%;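 further: HEK-293T reporter cells stimulated with the NOD1 agonist gamma-tri-DAP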
KOR beta-arrestin-1: KOR agonists, beta-arrestin recruitment, primary screen, cell-based, luminescence, uHTS (AID 1777); KOR beta-arrestin recruitment, luminescence; higher % means a stronger effect; activation, % at 10 µM; hits with a dose series show EC50 in µM; 280,000 compounds, 0.02% hits; in the data active means activation above about 50%, passing the limit was not always enough; further: a part of the inactive calls stands beside numbers as strong as those of hits
GPR55 activation: selective activators of receptor GPR55 – imaging, U2OS cells, beta-arrestin-GFP redistribution, primary screen (AID 1961); activation, % at 10 µM, or EC50 in µM where a hit was titrated; U2OS GPR55 beta-arrestin-GFP redistribution imaging; higher % means a stronger effect; 290,000 compounds, 0.048% hits;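 active means activation above 40% with more than 50 cells counted in the well; inconclusive means wells holding fewer than 50 cells, flagged as toxic or sparse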;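 further: U2OS osteosarcoma cells stably expressing GPR55 and beta-arrestin-GFP; plate controls were DMSO negative control for no effect and LPI positive control for full effect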
NOD2 inhibition: NOD2 signaling inhibitors, cell-based, luminescence, uHTS, HEK293 (AID 1566) | 290,000 compounds, 0.63% hits | inhibition, % at 4 µM; hits with a dose series show EC50 in µM | HEK293 NOD2/NF-kB luciferase reporter, luminescence; higher % means a stronger effect; further: many of its hits are not listed in these tables
GPR55 LPI antagonism: GPR55 antagonists blocking LPI-driven arrestin recruitment, primary screen, imaging, U2OS, beta-arrestin-GFP, LPI agonist (AID 2013); inhibition, % at 10 µM, or IC50 in µM where a hit was titrated; U2OS GPR55 beta-arrestin-GFP translocation imaging, LPI antagonism; higher % means a stronger effect; 290,000 compounds, 0.13% hits;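 active means spots per cell inhibited over 60%, with over 100 cells counted and total cytoplasm intensity under 500,000; inconclusive means wells with under 100 cells, flagged as likely toxic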;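 further: U2OS cells stably carrying GPR55 and arrestin-GFP stimulated by 5 µM LPI near EC80; imaged beta-arrestin-GFP aggregate spots per cell after agonist stimulation; plate controls were LPI-stimulated DMSO wells for no effect and DMSO wells without LPI for full effect; some results filed as inactive read as strong as hits; confirmed hits need IC50 under 10 µM and bright autofluorescent wells are also inconclusive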
KOR beta-arrestin-2: kappa opioid receptor blockers – cell-based, luminescence, uHTS (AID 1778); inhibition, % at 10 µM; hits with a dose series show IC50 in µM; KOR beta-arrestin recruitment, luminescence, antagonist mode; higher % means a stronger effect; 290,000 compounds, 0.091% hits; further: strong numbers were not always called active
T cell modulator vesicle-bound %: also measured in T cell modulator; calls as there; double positive events, %; measured here: CD8+ vesicle-bound cell fraction;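 binding gate set so that unloaded-vesicle control wells show 10% double positive cells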
NTR1 ag cell count 20 µM: recorded beside NTR1 ag, whose call it bears; cell count; measured here: cell count, cytotoxicity flag
Myeloid diff MLP GFP+ MAC1+ %: second read-out of Myeloid diff MLP, no call of its own (marks repeat the call); GFP+ MAC1+ double positive, %; measured here: differentiation confirmed by MAC1 staining
The depositor's hits bear a star; i = inactive; u = inconclusive; x = not tested or not shown; [ ] = dose if it differs, or a comment. Unless noted, no stated cut-off is given here; in the data, active means inhibition above about 50%; inactive means the rest. A portion of the library, so the mix of outcomes need not match the whole.

SMILES	NTR1 ag	NTR1 ag cell count 20 µM	Myeloid diff MLP	Myeloid diff MLP GFP+ MAC1+ %	T cell modulator	T cell modulator vesicle-bound %	NOD1 inhibition	KOR beta-arrestin-1	GPR55 activation	NOD2 inhibition	GPR55 LPI antagonism	KOR beta-arrestin-2
COC(=O)Cn1c(=NC(=O)c2ccc(Cl)s2)sc2cc(C)ccc21	-1.5	61	i	0.4	i	46.0	-4.1%	9.0%	-0.4%	-78.7%	7.3%	-46.2%
COCCNC(=S)N/N=C/c1ccc(N2CCOCC2)cc1	-0.3	60	i	0.3	i	25.9	37.3%	2.1%	0.0%	20.8%	-19.6%	-28.2%
N#Cc1c(NC(=O)CN2CCN(C(=O)c3ccco3)CC2)sc2c1CCCCC2	2.0	51	i	9.3	i	30.4	20.1%	1.9%	-0.1%	1.9%	5.2%	-2.4%
CC(C)CC(NC(N)=O)C(=O)Nc1ccc(Cl)c(Cl)c1 (stereo unspecified)	0.1	39	i	1.1	i	15.3	0.1%	-2.5%	-0.2%	12.7%	-5.8%	7.5%
COc1cc(OC)c(OC)cc1CNC(=O)c1cc(=O)[nH]c2ccccc12	-1.8	37	u	x	i	21.5	-37.7%	2.9%	-0.2%	-0.5%	2.3%	-0.1%
CC(=O)N1CCOCCOCCN(C(C)=O)CCOCC1	3.5	31	i	0.3	i	28.7	-20.8%	-6.2%	-0.3%	4.4%	7.2%	5.7%
CC(=O)c1c(C)n(C)c2ccc(OC(=O)c3ccc([N+](=O)[O-])cc3)cc12	2.1	73	i	0.1	i	55.7	0.7%	0.2%	0.1%	3.3%	7.5%	-22.3%
FC(F)(F)c1ccc(N2CCOCC2)c(NC2=NCCCCC2)c1	-1.0	83	i	0.8	i	9.6	0.6%	6.4%	0.0%	3.3%	-4.6%	21.5%
CCCCc1c(C)nc2c(OC)cccc2c1SCCC(=O)O	0.5	34	i	0.3	i	42.6	-13.1%	1.6%	0.1%	6.0%	-5.6%	33.5%
CSc1nc2ccccc2cc1/C=C(\C#N)c1cccc(C)c1	-1.0	56	u	x	i	9.8	-0.5%	2.1%	0.3%	-24.1%	-18.1%	-38.5%
COc1ccc(N(CC(=O)NCC2CCCO2)C(=O)CCC(=O)Nc2nccs2)c(OC)c1 (stereo unspecified)	0.8	52	i	1.4	i	13.5	-11.3%	0.5%	0.5%	2.4%	9.0%	2.9%
CCOc1ccccc1NS(=O)(=O)c1cc2c3c(c1)CC(=O)N3CCC2	0.2	57	i	5.3	i	30.9	-13.9%	2.2%	-0.2%	23.6%	15.5%	-0.6%
CNC(=O)c1nc(C)n(-c2ccc(Cl)cc2Cl)n1	-1.0	80	i	0.5	i	66.1	-57.2%	-2.4%	1.0%	10.5%	1.8%	-25.1%
CC12CCC(C(=O)N(CC(O)CN3CCN(Cc4ccccc4)CC3)C1=O)C2(C)C (stereo unspecified)	-1.0	39	i	0.4	i	42.9	-2.4%	9.0%	0.3%	8.3%	-1.0%	-3.3%
Cc1ccc(CCNC(=O)CN2C(=O)COc3ccc(S(=O)(=O)N4CCC(C)CC4)cc32)cc1	2.2	55	u	x	i	26.5	-5.5%	2.7%	-0.1%	-18.6%	-11.7%	-6.0%
Cc1ccc(-c2nc(CSCC(=O)Nc3cc(C)on3)c(C)o2)cc1	5.2	55	i	2.5	i	26.0	9.6%	-2.0%	0.2%	16.5%	-4.8%	-30.3%
Cc1cc(C)cc(NC(=O)Nc2ccc3ccccc3n2)c1	0.8	41	i	0.6	i	25.8	2.0%	0.1%	-0.1%	7.6%	20.0%	9.9%
Cc1ccc(NC(=O)COC(=O)CCC(=O)c2ccc(C(C)(C)C)cc2)c([N+](=O)[O-])c1	11.1	45	i	0.9	i	46.1	-14.3%	-1.0%	0.1%	5.6%	6.2%	x
Cc1ccnc(SC2CC(=O)N(c3ccc([N+](=O)[O-])cc3)C2=O)n1 (stereo unspecified)	0.3	62	i	0.4	i	36.3	-10.0%	-8.0%	-0.1%	0.4%	-0.9%	10.6%
Cc1ccc(-c2nn(CCC(=O)O)cc2CCC(=O)O)cc1	-1.1	62	i	7.2	i	53.3	-10.9%	-5.3%	-0.1%	-2.4%	4.6%	26.4%
Cc1ccc2nc(-c3ccc(F)cc3)nc(SCC(=O)NCC3CCCO3)c2c1 (stereo unspecified)	-0.3	38	i	0.3	i	43.4	-5.5%	4.2%	-0.2%	0.2%	4.0%	-25.5%
O=c1cc2ncc(-n3cc([N+](=O)[O-])cn3)cn2[nH]1	-0.8	36	i	0.0	i	25.4	-30.2%	-4.5%	0.1%	-5.2%	-6.3%	11.7%
O=C(Nc1ccc(N=Nc2ccccc2)cc1)c1cccc(Cl)c1	0.0	63	i	8.4	i	30.8	-25.3%	4.8%	-0.3%	-14.5%	4.9%	-12.8%
COc1ccc(C2c3[nH]c4ccccc4c3CCN2C(=O)Cc2nonc2C)c(F)c1 (stereo unspecified)	0.5	69	i	0.5	i	20.0	-14.9%	-1.9%	-0.1%	-95.9%	9.3%	4.2%
Cc1cccc(NC(=S)N2CCCC2)c1	1.0	68	i	2.1	i	5.4	-24.5%	4.5%	-0.1%	13.6%	8.8%	-21.3%
Cc1ccc(CNC(=O)c2oc3ccc(S(=O)(=O)N4CCOCC4)cc3c2C)cc1	3.5	40	i	1.4	i	19.1	2.1%	0.1%	-0.1%	12.2%	-6.2%	16.6%
CCNC1CCS(=O)(=O)C1 (stereo unspecified)	-0.3	52	i	1.0	i	30.5	2.2%	-2.6%	-0.1%	5.2%	-1.1%	11.2%
COc1ccc(-n2nc(C(=O)NCc3ccco3)c3c4ccccc4n(C)c3c2=O)cc1	3.6	72	i	0.3	i	33.4	-17.4%	-0.7%	0.1%	16.2%	11.7%	-18.6%
COc1ccc(Oc2nc(OC)cc(OC)n2)cc1	-0.6	84	i	0.3	i	39.3	-20.5%	-3.3%	-0.1%	5.0%	-3.3%	-12.5%[20 µM]
O=C(O)C1C2C=CC(O2)C1C(=O)NCc1ccccc1Br (stereo unspecified)	1.5	51	i	3.8	i	11.6	-11.3%	3.0%	5.8%	1.6%	13.8%	-25.1%
CCOC(=O)C(C)n1cnc2sc3c(c2c1=O)CCC3 (stereo unspecified)	0.0	42	i	1.5	i	27.8	-21.8%	-8.8%	-0.3%	-6.7%	-2.2%	-7.2%
O=C(NC(=S)Nc1ccccc1)c1ccc(-c2ccccc2)cc1	0.8	46	i	0.3	i	36.3	-37.8%	-0.9%	0.2%	-75.6%	-9.9%	7.7%
Cc1ccc(C)c(CSc2nnc(-c3cccnc3)n2N)c1	-1.2	83	i	0.6	i	34.2	-2.2%	5.5%	0.3%	10.5%	-8.7%	-19.6%
COc1cc(OC)cc(-c2nc(SCC(=O)Nc3ccccc3F)n[nH]2)c1	0.8	83	i	1.2	i	39.1	1.5%	-1.2%	0.0%	26.9%	-13.4%	6.9%
NC(=O)Cn1c(=O)n(C2CCCCC2)c(=O)c2c3c(sc21)CCCCC3	11.8	87	i	0.1	i	49.3	-37.7%	-3.2%	0.1%	1.6%	-31.4%	15.7%
O=C(c1ccc([N+](=O)[O-])cc1)N1CCN(C(=O)c2cccnc2)CC1	-1.3	45	i	0.5	i	59.0	-11.3%	-3.3%	-0.1%	6.6%	-5.1%	-4.3%
CC1Cc2ccccc2N1C(=O)CSc1nnc(-c2ccccc2)c(-c2ccccc2)n1 (stereo unspecified)	1.1	60	i	2.7	i	9.1	61.0%	8.5%	0.8%	45.5%	13.5%	5.9%
CS(=O)(=O)N(CC(=O)NCc1ccco1)c1ccccc1Cl	-2.5	87	i	0.9	i	28.6	-20.5%	-0.2%	-0.1%	-4.6%	-11.6%	-8.0%
O=S(=O)(c1ccc2ccccc2c1)N1CCCCC1	0.0	61	i	7.6	i	36.1	-15.6%	-4.2%	0.3%	-3.6%	4.7%	7.0%
CCOc1ccc2nc(NCCNC(=O)Nc3cccc(C)c3)c(C#N)cc2c1	7.5	94	i	2.7	i	9.3	-25.8%	-1.7%	-0.2%	3.4%	-9.5%	-13.2%
CC(C)(C)OC(=O)CNC(=O)c1[nH]cnc1C(=O)NC1CCN(C(=O)OC(C)(C)C)CC1	-0.5	52	x	x	i	21.7	x	1.9%	-0.2%	x	4.6%	-24.2%[20 µM]
O=C(NCC(O)COc1ccc([N+](=O)[O-])cc1)c1ccccc1 (stereo unspecified)	-0.9	56	i	0.6	i	33.2	-4.1%	-0.2%	0.2%	14.2%	-0.1%	37.4%
CCN(CC)S(=O)(=O)c1cccc(-c2nnc(SCCOc3ccccc3C)o2)c1	-1.6	91	i	0.1	i	30.1	16.2%	-5.8%	-0.1%	15.4%	6.6%	-24.3%
CCN(C(=O)CN1CC(C)OC(C)C1)c1c(N)n(Cc2ccccc2)c(=O)[nH]c1=O (stereo unspecified)	1.4	41	i	0.4	i	27.6	-13.8%	-7.4%	-0.4%	12.8%	3.8%	2.8%
Clc1cccc(Cl)c1Cn1c(-c2cccnc2Cl)nc2ccccc21	3.5	74	i	6.1	i	45.5	10.5%	0.8%	0.2%	13.8%	42.0%	4.3%
NC(=O)NOCc1ccc(F)cc1Cl	-0.5	60	i	0.2	i	52.2	-26.5%	-5.6%	-0.3%	-8.9%	10.2%	-4.9%
CCCc1nc(SCC(=O)Nc2cc(Cl)ccc2OC)c2c(=O)n(C)c(=O)n(C)c2n1	19.8	50	x	x	x	x	-13.0%	1.2%	-0.1%	15.4%	7.6%	-4.9%
COCC(=O)N(C)c1nnc(-c2cnccn2)s1	-2.1	79	i	0.2	i	36.2	7.8%	5.4%	0.0%	5.6%	9.6%	6.3%

One compound at a time, from the list above. Order of screens: NTR1 ag, NTR1 ag cell count 20 µM, Myeloid diff MLP, Myeloid diff MLP GFP+ MAC1+ %, T cell modulator, T cell modulator vesicle-bound %, NOD1 inhibition, KOR beta-arrestin-1, GPR55 activation, NOD2 inhibition, GPR55 LPI antagonism, KOR beta-arrestin-2
Profile of O=C(NCC(O)COc1ccc([N+](=O)[O-])cc1)c1ccccc1 (stereo unspecified) : -0.9, 56, i, 0.6, i, 33.2, -4.1%, -0.2%, 0.2%, 14.2%, -0.1%, 37.4%
Profile of CCCc1nc(SCC(=O)Nc2cc(Cl)ccc2OC)c2c(=O)n(C)c(=O)n(C)c2n1 : 19.8, 50, x, x, x, x, -13.0%, 1.2%, -0.1%, 15.4%, 7.6%, -4.9%

Source: PubChem (several laboratories)
